# GFP derepression – epigenetic GFP locus derepression in mouse cells | hit rate 0.09% among 68,000 | Potency, µM (doses to about 46.1 µM), inactives show at the highest dose GFP derepression (activation) | mouse C127i GFP locus derepression, cytometry, 30 h; further: % of control where 0% means no effect
#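 Derepression screen: silenced CMV-GFP reporter in murine C127i cells, 30 h compound incubation at 37 C, washed cells imaged by laser-scanning cytometer to enumerate GFP-expressing objects of 20 to 120 um.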
# Pol III holo inh – blocks replication by bacterial DNA polymerase III holoenzyme; reconstituted DNA polymerase III holoenzyme replication, biochemical; Potency, µM (titrated, usually from 57.1 µM), for the others: at the highest dose activity change, negative = inhibition; hit rate 0.25% among 71,000; further: potency means the concentration at half of the fitted maximal effect; on the % scale 0 is the no-effect control and ±100 the full control effect
#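 Reconstituted *E. coli* holoenzyme (0.35 nM Pol III, 1 nM beta, 154 nM SSB, 2 nM primase) was preincubated with compound for 15 min at RT. Synthesis on 1.4 nM ssM13Gori ran 35 min, then was stopped with PicoGreen/EDTA and read as dsDNA fluorescence.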
# BRCT inh green – BRCA1 BRCT-phosphoprotein interaction inhibition | P38398 | BRCA1 BRCT-phosphopeptide binding, green fluorescence polarization | Potency, µM (top dose mostly 76.9 µM), inactives show at the top dose activity change, negative = inhibition, most hits filed as inhibitors | hit rate 0.05% among 75,000 | AID 875;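 further: potency means the concentration at half of the fitted maximal effect; plate controls were peptide without protein for full effect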
#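 Compounds were incubated for 12 min at room temperature with a complex of 100 nM fluorescein-tagged pBACH1 decapeptide and 250 nM His-tagged BRCT protein. Buffer was phosphate pH 7.3 with EDTA, DTT and Tween 20. Disruption of binding lowers the polarization signal.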
# Ub-GFP proteasome – proteasome inhibitors stabilizing ubiquitin-GFP reporter | Ubiquitin-GFP reporter cells, proteasome inhibition, GFP fluorescence; response scale: untreated = 0%, 10 µM MG-132 = 100% | Potency, µM (doses to about 45.9 µM), without a hit: top-dose activation (GFP accumulation), most hits filed as activators | 67,000 tested, under 10 active | AID 526; active means well fitted activation curve with a large enough effect, not every such curve was filed as active; inconclusive means small, poorly fitted or top-dose-only effect, or another doubt; inactive means no such curve, though single readings can be large or run the other way; further: potency means the concentration at half of the fitted maximal effect
#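 Reporter cells (U2OS, ubiquitin-G76V-GFP fusion) are plated overnight, then treated 4 hr at 37 °C with compound titrations from 46 uM down to 2.9 nM. Activity is scaled against untreated cells and 10 uM MG-132.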
# USP2a inhib – inhibitors of human ubiquitin-specific protease USP2a. Potency, µM (titrated, usually from 38.3 µM), inactives show at the top dose activity change, negative = inhibition, actives largely listed as inhibitors. USP2a enzymatic assay, qHTS inhibition. hit rate 0.1% among 60,000;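 further: potency means the concentration at half of the fitted maximal effect; nearly all actives have a fitted effect of over 60% in size; plate controls were DMSO for no effect and NEM full inhibition control for full effect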
# Target sequence (O75604 whole entry, looked up): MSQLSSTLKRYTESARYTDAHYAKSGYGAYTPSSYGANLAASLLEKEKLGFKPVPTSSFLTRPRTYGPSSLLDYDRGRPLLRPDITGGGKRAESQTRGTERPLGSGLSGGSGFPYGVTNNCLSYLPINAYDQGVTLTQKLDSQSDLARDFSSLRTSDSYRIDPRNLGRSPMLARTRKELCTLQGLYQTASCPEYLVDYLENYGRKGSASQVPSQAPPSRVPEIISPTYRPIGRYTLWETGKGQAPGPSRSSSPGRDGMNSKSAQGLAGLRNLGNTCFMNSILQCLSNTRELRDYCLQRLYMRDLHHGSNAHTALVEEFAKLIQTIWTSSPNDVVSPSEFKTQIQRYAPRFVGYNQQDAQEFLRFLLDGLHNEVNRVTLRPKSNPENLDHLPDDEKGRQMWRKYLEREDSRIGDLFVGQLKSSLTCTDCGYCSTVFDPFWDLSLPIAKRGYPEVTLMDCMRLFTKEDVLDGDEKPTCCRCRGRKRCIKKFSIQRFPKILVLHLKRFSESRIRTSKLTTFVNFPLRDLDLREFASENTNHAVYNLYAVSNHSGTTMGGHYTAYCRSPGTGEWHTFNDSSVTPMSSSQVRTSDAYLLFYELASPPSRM
#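 USP2 core (20 nM final) was preincubated with compound for 30 min at RT in 20 mM Tris-HCl pH 8.0, 2 mM CaCl2, 2 mM beta-mercaptoethanol; Ub-PLA2 (20 nM) plus NBD C6-HPC (20 uM) then added, fluorescence read after 2.5 h.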
# 15-hLO inh – 15-hLO (ALOX15) enzyme inhibition; hit rate 1.4% among 74,000; AID 887; purified 15hLO-1, xylenol orange hydroperoxide absorbance; P16050; Potency, µM (top dose mostly 57.1 µM), for the others: at the top dose activity change, negative = inhibition, actives largely listed as inhibitors; further: potency means the concentration at half of the fitted maximal effect; on the % scale 0 is the no-effect control and ±100 the full control effect; nearly all actives have a fitted effect of over 55% in size
#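 Hydroperoxide formed from arachidonic acid (50 uM) by purified human 15hLO-1 (40 nM) oxidizes ferrous iron, and the ferric-xylenol orange complex is read at 573 versus 405 nm. Compounds were preincubated 15 min; reaction ran 6 min at room temperature.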
# HADH2 inhib – inhibitors of human HADH2 dehydrogenase; Q99714; recombinant HADH2, NADH fluorescence, beta-hydroxybutyryl-CoA; Potency, µM (series often up to 57.1 µM), for the others: at the highest dose activity change, negative = inhibition, most hits filed as inhibitors; hit rate 3.4% among 73,000; AID 886; further: potency means the concentration at half of the fitted maximal effect; on the % scale 0 is the no-effect control and ±100 the full control effect; nearly all actives have a fitted effect of over 60% in size; many of its hits are not listed in these tables
# Target sequence (Q99714 whole entry, looked up, one chain of several): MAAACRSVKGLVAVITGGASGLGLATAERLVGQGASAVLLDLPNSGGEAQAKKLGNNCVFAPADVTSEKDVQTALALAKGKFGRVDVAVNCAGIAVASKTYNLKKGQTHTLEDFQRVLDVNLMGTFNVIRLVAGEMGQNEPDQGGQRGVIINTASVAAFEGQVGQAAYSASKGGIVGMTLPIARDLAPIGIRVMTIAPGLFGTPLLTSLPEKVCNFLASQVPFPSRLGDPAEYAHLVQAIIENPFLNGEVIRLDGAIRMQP
#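 20 nM HADH2 + cpd, 15 min RT; add 1 mM NAD+/90 uM beta-hydroxybutyryl-CoA; kinetic fluorescence 360/450 nm, 4 min. Tris-HCl pH 9.0, 0.01% Tween-20.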
# CRE-bla Fsk – alters forskolin-stimulated CRE reporter signaling in CHO cells; CHO CRE-bla reporter (cAMP response element driving beta-lactamase), forskolin EC10, beta-lactamase ratio; Potency, µM (top dose mostly 38.2 µM), without a hit: top-dose activity change, negative = inhibition, hits mostly activators; hit rate 2.5% among 71,000; AID 662; active means well fitted activation curve with a large enough effect in the signal ratio, with a control signal flat, not every such curve was filed as active; inconclusive means small, poorly fitted or top-dose-only effect, or effect the other way, or a change in a side signal; the % refers to the signal ratio; further: potency means the concentration at half of the fitted maximal effect; % of control where 0% means no effect
#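 CHO CRE-bla cells, overnight plating in Opti-MEM with 0.5% dialyzed FBS; cpd titration + EC10 NKH 477, 3 h 37 °C; CCF4 2 h RT; ex 405/em 460 vs 530 ratio → %Activity, AC50.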
# BRCT PPI red – inhibitors of human BRCA1 BRCT-phosphoprotein interaction (red fluorophore); P38398; BRCT-phosphopeptide binding, red fluorescence polarization; Potency, µM (highest dose often 76.9 µM), for the others: at the top dose activity change, negative = inhibition, hits mostly inhibitors; hit rate 0.03% among 75,000; further: on the % scale 0 is the no-effect control and ±100 the full control effect
#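 Rhodamine-labelled pBACH1 10-mer (100 nM) bound to BRCT domain (100 nM) at pH 7.3; compounds incubated 12 min room temperature, polarization read. Free peptide defines full inhibition; unlabelled decapeptide titrated as control.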
# HBB splice mod – alters splicing of the hemoglobin beta chain | HBB splicing reporter cell assay, activation; EGFP reporter with mutant IVS2-654 intron; response scale: normalised to 500 nM splice-correcting PNA | Potency, µM (series often up to 46.1 µM), without a hit: at the highest dose activation, actives largely listed as activators | hit rate 0.06% among 65,000 | AID 925; further: potency means the concentration at half of the fitted maximal effect; 0% is about no effect
#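 HeLa cells stably expressing EGFP interrupted by mutant beta-globin intron 2 (IVS2-654), 500/well in 2% FCS. Treated with compound for 2 days at 37C. Splicing correction scored as total well GFP intensity (488 nm excitation, 500-520 nm emission); 500 nM antisense PNA served as control.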
# Hsp90 Hop PPI – changes Hsp90-Hop TPR2A binding signal, up or down | AlphaScreen TPR2A-His6 binding biotin-Hsp90 C-terminal peptide | Potency, µM (titrated, usually from 57 µM), for inactives: at the top dose activity change, negative = inhibition | AID 595 | hit rate 0.44% among 71,000; active means well fitted curve in either direction with a large enough effect; inconclusive means small, poorly fitted or top-dose-only effect, or another doubt; further: potency means the concentration at half of the fitted maximal effect; on the % scale 0 is the no-effect control and ±100 the full control effect; many of its hits are not listed in these tables
# Active calls of the source: *; ? = inconclusive; nt = not tested or not shown; [ ] = another dose, or the depositor's remark. Unless noted, the call rests on the fitted dose curve; in most records, active means well fitted curve in the direction sought with a large enough effect; inconclusive means small, poorly fitted or top-dose-only effect, or another doubt; inactive means no such curve, though single readings can be large; an effect the other way counts as inactive or inconclusive. These rows are one share of the data; rates above refer to the full screens.
compound,GFP derepression,Pol III holo inh,BRCT inh green,Ub-GFP proteasome,USP2a inhib,15-hLO inh,HADH2 inhib,CRE-bla Fsk,BRCT PPI red,HBB splice mod,Hsp90 Hop PPI
Cc1ccccc1NC(=O)c1cc(S(=O)(=O)N2CCOCC2)ccc1F,2.3%,-4.1%,0.0%,-0.9%,-0.6%,4.5%,7.1%,-10.6%,1.7%,-0.3%[57.5 µM],-2.6%
CC1Cn2c(nc3c2c(=O)[nH]c(=O)n3C)O1 (configuration not stated),10.5%,-1.7%,-1.9%,-1.3%,1.9%,-1.9%,-1.0%,5.6%,-0.3%,nt,-0.5%
COc1cc2c(cc1OC)C(c1ccccc1)N(C(=O)c1ccco1)CC2 (configuration not stated),-4.6%,0.2%,-0.6%,0.0%,nt,1.1%,-5.7%,?,0.8%,-1.2%,-7.6%
Clc1ccc(Cl)c2sc(N3CCCC3)nc12,-4.3%,-0.9%,0.4%,-5.2%,-20.8%,-10.2%,23.1%,-0.8%,-1.2%,-3.0%[57.5 µM],?
O=C(NCc1ccc(F)cc1)C1CCCN(C(=O)Nc2ccccc2)C1 (configuration not stated),3.9%,-4.8%,4.7%,-1.1%,9.9%,-2.1%,3.2%,-9.2%,-0.5%,0.1%,-4.1%
COCCn1c(=O)c(-c2ccccc2)nc2cnc(N(C)C)nc21,-2.3%[9.22 µM],-5.5%,0.2%,-1.1%,0.7%,?,?,?,-0.6%,0.2%,20.1%
COc1ccccc1CNC(=O)C1CCN(c2nc3ccccc3o2)CC1,2.1%,0.2%,0.8%,1.7%,4.3%,-9.1%,10.4%,1.1%,0.7%,0.1%[57.5 µM],-4.5%
CC(=O)Nc1ccc(C(=O)CSc2nnc(-c3ccc(O)cc3)n2CC2CCCO2)cc1 (configuration not stated),-1.3%,-3.7%,-0.2%,1.4%,19.3%,-8.5%,-28.7%,-2.9%,-0.6%,nt,-5.2%
CN(C)CCN1CC(C(=O)O)CC1=O (configuration not stated),-1.2%,2.6%,-0.5%,-6.1%,-4.1%,10.1%,-11.4%,1.4%,1.4%,nt,-2.3%
CCCC(=O)Nc1ccc(C(=O)O)cc1NC(=O)CCC,-0.6%,-8.9%,-1.1%,12.5%,3.4%,-0.1%,-5.0%,?,-0.7%,0.0%,-0.3%
CCCCCn1c(=O)c(C(=O)OCC)c(O)c2ccccc21,-4.6%,-7.2%,0.6%,nt,15.0%,3.8%,-16.1%,?,0.4%,-1.5%[0.369 µM],2.5%
COc1ccc(OC)c(N(CC(=O)NCc2cccnc2)S(C)(=O)=O)c1,1.7%,-6.8%,-0.3%,1.2%,-2.4%,-1.0%,8.1%,-12.1%,0.3%,0.5%,-5.5%
CCn1c(SCC(=O)Nc2c(C)n(C)n(-c3ccccc3)c2=O)nnc1-c1cccc(C)c1,2.5%,-1.9%,-0.6%,3.2%,3.6%,7.6%,5.8%,-1.3%,1.9%,-2.1%,-0.7%
CC1Cn2c(nnc2-c2ccc(F)cc2)S1 (configuration not stated),nt,4.1%,-2.0%,-2.2%,nt,6.8%,3.1%,-6.4%,0.7%,0.5%,-2.9%
O=C(COC(=O)c1ccccc1Oc1ccccc1)NCc1ccco1,0.0%,-4.9%,2.8%,-0.1%,27.0%,12.6µM*,-12.8%,-3.1%,0.1%,-0.5%[57.5 µM],-6.3%
Cc1ccc(-c2csc3ncnc(-n4nc(C)cc4N)c23)cc1,-1.3%,-16.6%,0.2%,8.3%,-0.2%,-4.5%,1.3%,?,-1.6%,-1.9%,-5.5%
O=C1CCCC2=C1C1(CCCC1)N=C(Nc1nc3ccccc3o1)N2,2.1%,-5.5%,-0.8%,nt,28.6%,5.3%,-2.7%,?,-1.0%,1.7%[0.369 µM],-1.9%
O=C(Nc1ccc(N2CCOCC2)cc1)c1cccc(S(=O)(=O)N2CCCC2)c1,0.0%,-7.1%,-0.5%,-5.0%,-5.7%,2.6%,6.2%,-5.8%,-1.1%,-1.4%,-4.0%
O=C(O)CN1C(=O)c2cccc(Oc3ccc(Cl)cc3)c2C1=O,4.3%,-1.6%,-3.7%,-6.1%,1.4%,10.2%,-1.8%,7.3%,-1.4%,-2.5%,-6.6%
CCOC(=O)c1sc(NC(=O)CSc2nnc3c4ccccc4n(CC)c3n2)nc1C,1.9%,0.5%,0.5%,-6.0%,-0.3%,-16.8%,?,5.7%,1.2%,-1.0%,-1.4%
N#Cc1c(SCC(=O)N2CCCCC2)nsc1SCC(=O)N1CCCCC1,-2.9%,8.1%,-0.3%,-10.0%,3.1%,2.4%,-13.6%,-4.1%,-1.6%,0.3%,-3.4%
CCOc1ccc(CCNC(=O)C2CCCN(c3nn4c(=O)cc(C)nc4s3)C2)cc1OCC (configuration not stated),-1.2%,-4.9%,-0.9%,5.6%,11.3%,4.0%,1.3%,6.4%,-0.9%,0.0%,-1.1%
N#Cc1nc(-c2ccco2)oc1NCc1ccc(F)cc1,0.0%,-7.9%,-0.9%,4.4%,-3.5%,-2.4%,?,?,-0.7%,1.9%[0.369 µM],-11.8%
CC(C)[C@H](N=Cc1ccccc1O)C(=O)O,2.2%[9.22 µM],-0.8%[11.4 µM],-0.8%[15.4 µM],7.8%[9.17 µM],nt,9.3%[11.4 µM],-8.5%[11.4 µM],1.9%[7.6 µM],0.0%[15.4 µM],-0.4%[9.22 µM],-4.3%[11 µM]
Cn1c(SCc2ccccc2)nnc1C1CCCNC1 (configuration not stated),-3.5%,-2.7%,-3.4%,-2.3%,-0.5%,11.9%,-1.0%,7.5%,2.0%,3.1%,-0.8%
CC(=O)Nc1c(Cl)n(C(C)=O)c2ccccc12,0.0%,-0.7%,1.0%,5.8%,0.5%,5.5%,-11.4%,-6.5%,1.8%,1.1%,-8.3%
CCCn1c(SCC(=O)Nc2cccc(NC(C)=O)c2)nnc1C(C)C,0.0%,-2.3%,-0.8%,-4.1%,0.0%,7.5%,21.0%,0.1%,0.1%,nt,4.5%
Cc1cc(=O)oc2cc(O)cc(O)c12,nt,-4.3%,-0.3%,nt,nt,-22.3%,nt,?,0.6%,-0.2%,-1.7%
CCNc1ncc2nc(-c3cccc(C#N)c3)c(=O)n(Cc3cccc(OC)c3)c2n1,-2.7%[9.22 µM],-12.3%,-2.7%,0.6%,159.5%[activator],8.4%,-1.1%,0.316µM*,1.5%,4.0%,-6.5%
CN(C)c1ccc(-c2cc(N(C)Cc3ccco3)ncn2)cc1,-0.5%[9.22 µM],-0.1%,-2.7%,7.8%,104.6%[activator],-9.9%,31.6µM*,?,0.6%,0.2%,-7.5%
N=C(N)c1ccc(N=Nc2c(O)ccc3c2[nH]c2ccccc23)cc1,2.2%[9.22 µM],?,-2.5%[15.4 µM],-2.7%[9.17 µM],nt,49.3%[activator][11.4 µM],-1.5%[11.4 µM],-4.5%[7.6 µM],-0.1%[15.4 µM],-0.3%[9.22 µM],?
O=C(O)[C@@H]1[C@@H](C(=O)NCc2cccnc2)[C@@H]2C=C[C@@H]1O2,0.0%[9.22 µM],-14.9%[11.4 µM],-0.5%[15.4 µM],4.6%[9.17 µM],nt,-14.5%[11.4 µM],5.8%[11.4 µM],-1.2%[7.6 µM],-0.6%[15.4 µM],-1.3%[9.22 µM],-3.2%[11 µM]
CC(=O)Nc1ccc(S(=O)(=O)CCC#N)cc1,1.4%,-2.1%,-1.8%,-2.2%,0.8%,-1.8%,1.9%,-7.7%,-0.4%,0.0%,-4.4%
CSc1nnnn1-c1cccc(O)c1,2.0%,-4.2%,-3.8%,9.3%,6.0%,-2.5%,-5.9%,-0.5%,-0.9%,-0.3%,-1.1%

# Bioassay records deposited in PubChem BioAssay by National Center for Advancing Translational Sciences (NCATS).
